TbPYK inhibitor: inhibitors of Trypanosoma brucei pyruvate kinase; Q57TT1; TbPYK enzyme, Kinase-Glo Plus ATP luminescence, 45 min; Potency, µM (highest dose often 76.8 µM), for inactives: at the highest dose activity, negative = inhibition, hits mostly inhibitors; 410,000 compounds, 0.12% hits; further: potency means the concentration at half of the fitted maximal effect; nearly all actives have a fitted effect of over 50% in size
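Readout: single end-point luminescence (Kinase-Glo Plus, 10 min). Reaction conditions were TbPYK/substrate plus 130 uM ADP, 45 min at RT, pH 7.2 TEA buffer. No-enzyme wells served as controls, and data were normalized before concentration-response fitting.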
LmPK inhibitor: inhibitors of Leishmania mexicana pyruvate kinase | Potency, µM (series often up to 57.5 µM), for inactives: at the top dose activity change, negative = inhibition, actives largely listed as inhibitors | purified LmPK, Kinase-Glo ATP luminescence, 1 h | AID 1721 | 290,000 compounds, 0.37% hits | Q27686; further: potency means the concentration at half of the fitted maximal effect
Target sequence (Q27686 whole entry, looked up): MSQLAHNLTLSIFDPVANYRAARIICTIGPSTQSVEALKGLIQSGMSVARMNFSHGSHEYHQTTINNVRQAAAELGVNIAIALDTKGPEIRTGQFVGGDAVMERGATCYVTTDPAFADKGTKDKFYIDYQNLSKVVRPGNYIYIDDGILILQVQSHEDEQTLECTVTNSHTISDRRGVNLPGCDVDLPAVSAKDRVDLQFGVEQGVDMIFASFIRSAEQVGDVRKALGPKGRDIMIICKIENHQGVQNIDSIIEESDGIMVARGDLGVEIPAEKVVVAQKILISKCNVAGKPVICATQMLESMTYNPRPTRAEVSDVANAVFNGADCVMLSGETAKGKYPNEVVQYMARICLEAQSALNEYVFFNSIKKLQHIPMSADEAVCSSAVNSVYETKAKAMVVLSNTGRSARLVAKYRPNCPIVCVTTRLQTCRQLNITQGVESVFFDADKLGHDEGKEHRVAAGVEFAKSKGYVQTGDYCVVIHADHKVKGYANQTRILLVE
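qHTS format; LmPK 0.1 nM; substrates PEP 0.5 mM and ADP 0.1 mM. One-hour room-temperature incubation, then coupled luciferase luminescence; 0.5 nM enzyme wells mark activation.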
AmpC inh no detg: inhibitors of E. coli AmpC beta-lactamase without detergent; 330,000 compounds, 0.52% hits; Potency, µM (titrated, usually from 57.1 µM), for inactives: top-dose activity change, negative = inhibition, actives largely listed as inhibitors; AmpC nitrocefin hydrolysis, absorbance 480 nm, 0.0001% Triton; P00811;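 further: potency means the concentration at half of the fitted maximal effect; plate controls were no compound for no effect and no enzyme for full effect; nearly all actives have a fitted effect of over 20% in size; some results filed as inactive show a strong effect at the top dose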
Target sequence (P00811 whole entry, looked up): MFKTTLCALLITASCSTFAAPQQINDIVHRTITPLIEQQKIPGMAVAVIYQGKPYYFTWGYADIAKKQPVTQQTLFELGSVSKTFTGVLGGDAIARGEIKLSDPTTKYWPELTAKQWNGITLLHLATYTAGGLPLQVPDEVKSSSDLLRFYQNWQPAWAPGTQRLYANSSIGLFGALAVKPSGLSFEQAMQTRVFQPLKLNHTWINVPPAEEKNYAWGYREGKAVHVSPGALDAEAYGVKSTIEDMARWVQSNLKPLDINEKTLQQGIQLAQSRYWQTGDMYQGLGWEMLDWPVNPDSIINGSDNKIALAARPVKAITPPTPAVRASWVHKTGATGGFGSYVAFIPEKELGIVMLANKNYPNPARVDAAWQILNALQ
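AmpC (5.3 nM in the dispensed reagent) in 20 mM phosphate pH 7.0 with 0.01% (detergent screen) or 0.0001% Triton X-100 was preincubated with compounds for 15 min at room temperature. Nitrocefin was then added from an 800 uM solution, and hydrolysis was followed at 480 nm.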
AMA1-RON2 inh: inhibitors of Plasmodium falciparum AMA1-RON2 interaction; AlphaScreen AMA1-biotinylated RON2 peptide binding; 360,000 compounds, 0.2% hits; Potency, µM (highest dose often 58.2 µM), for inactives: at the top dose activity change, negative = inhibition, usual class: inhibitors;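 further: potency means the concentration at half of the fitted maximal effect; 0% = vehicle wells and -100% = peptide control; nearly all actives have a fitted effect of over 45% in size; some results filed as inactive show a strong effect at the top dose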
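AMA1 (3D7) with his tag at 25 nM final met compounds first, then biotinylated RON2 peptide at 25 nM; detection used donor plus acceptor beads, 10 µg/mL apiece, read by AlphaScreen after 30 min at room temperature.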
AmpC inh detg: inhibitors of E. coli AmpC beta-lactamase with detergent | P00811 | AmpC hydrolysis of nitrocefin, absorbance 480 nm, 0.01% Triton | Potency, µM (doses to about 114 µM), without a hit: top-dose activity change, negative = inhibition, most hits filed as inhibitors | 370,000 compounds, 0.041% hits | AID 485294;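 further: potency means the concentration at half of the fitted maximal effect; 0% = no-compound wells and -100% = no-enzyme wells; nearly all actives have a fitted effect of over 25% in size; some results filed as inactive show a strong effect at the top dose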
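20 mM phosphate pH 7.0 + 0.01% (detergent screen) or 0.0001% Triton X-100; 5.3 nM AmpC reagent; cpd preinc 15 min RT; nitrocefin (800 uM stock) to start; A480 q20 s × 4 min; Activity was normalised to no-enzyme and no-compound control wells.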
HCV inhibitor: blocks hepatitis C virus | Huh7.5.1 HCVcc-Cre infection, luciferase reporter, 44 h | Potency, µM (titrated, usually from 41.8 µM), for inactives: at the highest dose activity change, negative = inhibition, most hits filed as inhibitors | 340,000 compounds, 3.4% hits | AID 651820; further: potency means the concentration at half of the fitted maximal effect
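Seed cells (1,000/well) for 4 h; treat with compound and infect with HCVcc-Cre, moi about 0.5. Incubate 44 h, then detect luciferase activity.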
HCMV antiviral: blocks human cytomegalovirus replication. 410,000 compounds, 4.5% hits. AID 1259415. activity change, negative = inhibition, % at 57.5 µM. HFF cells, HCMV-luciferase reporter, 72 h; active compounds read low; in the data active means activity change below about -60%; inconclusive means no clear call, values can overlap the other calls; inactive means above about -39%
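After 16 h attachment at 37C, HFF cells received test compound and HCMV-luciferase (1 PFU/cell); reporter luminescence read 72 h later, data normalized against buffer-only and known inhibitor Salinomycin.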
Active calls of the source: *; u = inconclusive; x = not tested or not shown; & = joins results of further samples; [ ] = dose if it differs, or a comment. Unless noted, the call rests on the fitted dose curve; in most records, active means well fitted curve in the direction sought with a large enough effect; inconclusive means small, poorly fitted or top-dose-only effect, or another doubt; inactive means no such curve, though single readings can be large; an effect the other way counts as inactive or inconclusive. Unless noted, on the % scale 0 is the no-effect control and ±100 the full control effect. Rows were taken by chance; overall some 7.5% were active at least once.

SMILES | TbPYK inhibitor | LmPK inhibitor | AmpC inh no detg | AMA1-RON2 inh | AmpC inh detg | HCV inhibitor | HCMV antiviral
CCc1nc2cc(C)nn2c2nc3ccccc3n12 | 2% | -1% | -15% | 90%[activator] | -9% | -15% | 9
Cc1onc(-c2c(F)cccc2Cl)c1C(=O)Nc1nnc(-c2ccccc2)s1 | -3% | 6% | -41% | 17% | -4% | 7% | -18
Cc1ccc(NC(=O)C2C3CCCC2C3c2ccccc2)cc1 (stereo not drawn) | -6% | 0% | -10% | 17% | -5% | 10% | -32
COCCN=C1N[C@@H](c2ccccc2)C(C(=O)OC)=C(C)N1Cc1ccccc1 | -14% | -6%&-2% | -4%&30% | 1% | u | 12% | 13
O=C(CCc1nc2ccccc2c(=O)[nH]1)NCc1ccccn1 | -1% | 10% | -8% | 7% | -4% | -2% | -19
CN(C)C(=O)C(NC(=O)c1ccccc1)=C(Cl)Cl | 0% | -3% | -13% | 2% | u | 13% | -4
O=C(Nc1nc2ccc(S(=O)(=O)N3CCCC3)cc2s1)C1CCCCC1 | -28% | -1% | u | -1% | -12% | u | -62*
COc1ccc2nc3ccccc3nc2c1N | -16% | u | 0% | u | 7% | -19% | 79
CCCn1c(=S)[nH]c2ccccc2c1=O | 1% | 1% | -13% | 109%[activator] | 1% | -1% | -39
CCOC(=O)N1CCN(C(=O)CN(C)S(=O)(=O)c2ccc(Cl)cc2)CC1 | 1% | -2% | -7% | 25% | -8% | -19% | -30
Cc1ccn(CC(=O)N2CCCC(N3CCN(c4ccc(F)cc4)CC3)C2)n1 (stereo not drawn) | -7% | -4% | 14% | -8% | 4% | 8% | -24
CNC(=O)c1ccc(-c2ccc(Cl)c(Cl)c2)s1 | -5% | 8% | -20% | 40%[activator] | -6% | u | 13
CC(C)Cn1c(S(=O)(=O)O)nc2ccccc21 | -2% | -1% | -15% | -8% | -10% | 3% | 0
O=C(Nc1cccc(Cl)c1)c1ccc(F)c(S(=O)(=O)NCc2ccc3c(c2)OCO3)c1 | -21% | 3% | 0% | 12% | -12% | -26% | -30
O=C(/C=C/c1ccco1)NC(=S)N1CCCCC1 | -22% | -2% | -14% | 41%[activator] | -7% | 23% | u
O=C(c1cc(COc2ccccc2)on1)N1CCCC(CN2CCOCC2)C1 (stereo not drawn) | 1% | -14% | 68%[activator] | -11% | u | -9% | u
O=C(Nc1c[nH]c(=O)[nH]c1=O)c1cc([N+](=O)[O-])cc([N+](=O)[O-])c1 | 1% | 1% | -14% | -3% | 4% | 12% | 7
CC(=O)N1CCN(Cc2cc(=O)oc3cc(C)ccc23)CC1 | -1% | x | x | 0% | x | x | 23
CC(C)=NNc1nc(-c2ccc([N+](=O)[O-])cc2)cs1 | -5% | -1% | -49% | 21% | -1% | -5% | u
COc1cc(OC)cc(-c2nc3nc(C)c(CCC(=O)Nc4cc(F)ccc4F)c(C)n3n2)c1 | -21% | x | x | x | 3% | x | -26
Cc1ccc[n+](CC(=O)c2ccc(Br)cc2)c1C | 1% | 3% | 15% | -6% | -5% | 8% | 67
CCc1ccc2c(c1)C(=O)C(=O)N2CC(=O)Nc1ccc(NC(=O)c2ccccn2)cc1 | -10% | -2% | -17% | -3% | 5% | 6% | 3
CS(=O)(=O)N1N=C(c2ccccc2)CC1c1ccc2c(c1)OCO2 (stereo not drawn) | -6% | 4% | -4% | -9% | u | 1% | 87
COc1ccc([C@H]2CC(=O)C=C(c3ccc(SC)cc3)C2)cc1 | 4% | x | -12% | 15% | 6% | 20% | 38
COc1ccc(-c2cc(C(=O)N3CCN(c4ccccc4F)CC3)c3ccccc3n2)c(OC)c1 | -3% | 0% | -3% | -5% | 2% | x | 31

For reference, two of the compounds above.
SMILES | TbPYK inhibitor | LmPK inhibitor | AmpC inh no detg | AMA1-RON2 inh | AmpC inh detg | HCV inhibitor | HCMV antiviral
CCc1nc2cc(C)nn2c2nc3ccccc3n12 | 2% | -1% | -15% | 90%[activator] | -9% | -15% | 9
Cc1onc(-c2c(F)cccc2Cl)c1C(=O)Nc1nnc(-c2ccccc2)s1 | -3% | 6% | -41% | 17% | -4% | 7% | -18

(cont.)
SMILES | TbPYK inhibitor | LmPK inhibitor | AmpC inh no detg | AMA1-RON2 inh | AmpC inh detg | HCV inhibitor | HCMV antiviral
COC(=O)C(NC(=O)CCc1c(C)nc2ncnn2c1C)C(C)C (stereo not drawn) | 0% | -3% | -6% | 0% | u | 18% | 106
CCCCC(NC(=O)Cc1c(C)c2cc3c4c(oc3cc2oc1=O)CCCC4)C(=O)O (stereo not drawn) | 7% | -8% | 35% | -2% | 0% | 23% | -6
O=C(N/N=C/c1cc2ccccc2nc1Cl)c1ccncc1 | 0% | -4% | -23% | 7% | -1% | 3% | -2
Cc1cn(C2OC(COC(=O)c3ccccc3)C(OC(=O)c3ccccc3)C2OC(=O)c2ccccc2)c(=O)[nH]c1=O (stereo not drawn) | 3% | 1% | -17% | -7% | -2% | -23% | 18
Cc1cc(=O)oc2cc(Oc3ncccc3[N+](=O)[O-])ccc12 | 1% | 4% | -33% | -10% | 2% | 5% | -8
COc1ccccc1NS(=O)(=O)c1cccc(C(=O)N/N=C/c2c(CO)cnc(C)c2O)c1 | -3% | x | -14% | u | -1% | u | -9
O=C1Nc2ccccc2N(O)N1c1ccc(S(=O)(=O)N2CCCCCC2)cc1 | -11% | -7% | -24% | -10% | -1% | 11% | -24
O=C(CCNS(=O)(=O)c1ccc(Br)s1)Nc1ccc(Cl)cc1 | 4% | 2% | -41% | 5% | -14% | -4% | u
CCOc1ccccc1C(=O)N1CCN(C(c2ccccc2)c2ccccc2)CC1 | 0% | 4% | -6% | 2% | 1% | u | -15
CC(C)OC(=O)N(C)C[C@H]1OCc2cnnn2CCCC(=O)N([C@H](C)CO)C[C@H]1C | 6% | x | x | 19% | x | x | -12
COc1ccc(NC(=O)C2CCN(c3nc(C)cc(C)n3)CC2)cc1 | 3% | 0% | -19% | -4% | -1% | -8% | 3
CCCCNC(=S)Nc1cc([N+](=O)[O-])ccc1C | -4% | -1% | -10% | 13%[11.6 µM] | -19% | -6% | u
NC(=O)C(c1ccc(Cl)cc1)c1ncc(C(F)(F)F)cc1Cl (stereo not drawn) | 4% | -4% | 0% | 5% | -13% | 15% | -38
CC(C)(C)OC(=O)N[C@H](C(=O)OC(C)(C)C)c1ccc(C(F)(F)F)cc1 | 2% | x | 21% | 24% | 0% | -3% | 8
CCOc1ccccc1NC(=O)CN1C(=O)COc2ccc(S(=O)(=O)N3CCOCC3)cc21 | -26%&-1% | -1% | 17% | 0% | 1%&-6% | -2% | u
NS(=O)(=O)c1ccc(NC(=O)c2cccc(N3C(=O)c4ccccc4C3=O)c2)cc1 | -1% | 3% | -28% | u | -11% | 8% | -17
O=[N+]([O-])c1cc(C(F)(F)F)ccc1N/N=C/c1cc2ccccc2nc1Cl | x | -1% | -15% | x | 0% | x | x
COc1cc(/C=C2/NC(=O)NC2=O)cc(Br)c1OCc1ccc(C(=O)O)cc1 | 7% | -1% | -10% | 3% | 5% | 11% | 40
O=C(COC(=O)/C=C/c1cccc(F)c1)Nc1ccccc1-c1ccccc1 | -2% | 4% | -7% | -8% | 2% | 13% | u
COc1cc(CN2CCN(CC#Cc3ccccc3)CC2CCO)cc(OC)c1 (stereo not drawn) | -3% | -3% | 149%[activator] | 1% | -6% | 12% | 95
Cc1ccc(C(NC(=O)NCCCN2CCOCC2)=C(Cl)Cl)cc1F | 2% | -2% | 1% | -9% | -7% | u | u
O=C(COC(=O)CSc1ccccc1)NNC(=O)c1ccc([N+](=O)[O-])cc1 | -1% | -6% | -11% | 142%[activator] | 2% | 6% | -26
O=C(COC(=O)C1=COCCO1)Nc1cc(C(F)(F)F)ccc1Cl | 0% | x | 0% | 0% | x | -3% | 1
COc1ccc(-c2cc(C(=O)N3CCN(c4ccccc4OC)CC3)no2)cc1 | 7% | -4% | 108%[activator] | 12% | -9% | -21% | 14
COc1ccc(C(=O)NC2CC2)cc1OC1CCN(C/C=C/c2ccccc2)CC1 | -18% | -5% | 29% | -7% | u | -23% | x
(list continues)
SMILES | TbPYK inhibitor | LmPK inhibitor | AmpC inh no detg | AMA1-RON2 inh | AmpC inh detg | HCV inhibitor | HCMV antiviral
CCOC(=O)c1c(CN2CCCCC2)n(C)c2cc(Br)c(OC)cc12 | 1% | 1% | -20% | -10% | 2% | u | -32
CC(NS(=O)(=O)c1ccc(CCC(=O)NCC2CCCO2)cc1)c1ccccc1 (stereo not drawn) | -6% | -1% | 6% | -5% | -14% | 1% | -20
C=CCSc1nnc(NC(=O)c2nc(SCC)ncc2Cl)s1 | -6% | 3% | -20% | 8% | 2% | 18% | -28
Nc1nc(SCC(=O)NC2CCCCCC2)[nH]c(=O)c1-c1ccccc1 | -4% | 4% | -31% | -2% | -9% | -5% | -7
COc1ccc(C(O)c2ncc(-c3cccc4ccccc34)[nH]2)cc1F (stereo not drawn) | 4% | x | x | -2% | x | x | 4
COc1ccc(C(CC(=O)N2CCN(c3ccccc3)CC2)c2c(OC)cc(OC)c3c(-c4ccccc4)cc(=O)oc23)cc1 (stereo not drawn) | x | 4% | -40% | x | -6% | x | x
Cc1ccccc1C(=O)Nc1ccccc1C(=O)NCC(C)C | 0% | -3% | -11% | 14% | 4% | -16% | 8
O=C(NCCNC1CCC(c2ccccc2)CC1)c1ccc(F)cc1 (stereo not drawn) | -12% | 2% | 24% | u | 4% | u | 56
Cc1nn(C(C)C(=O)NCCCc2ccccc2)c(=O)c2nn(-c3ccccc3)c(C)c12 (stereo not drawn) | 4% | 0% | 16% | 11% | -4% | u | u
COc1cc(NC(=S)N2CCC(C(O)(c3ccccc3)c3ccccc3)CC2)cc(OC)c1 | -2% | 2% | 0% | 26% | u | u | -19
COc1ccccc1C(=O)Nc1ccnn1C1CCN(CCCC2CCCC2)CC1 | -6% | 5% | 82%[activator] | 5% | 9% | -26% | -2
CC(C)Nc1nc(Oc2ccc(Cl)cc2Cl)cc(C(F)(F)F)n1 | x | 1% | -41% | -8% | -7% | 11% | 0

Random excerpt: three entries already listed, in no set order.
SMILES | TbPYK inhibitor | LmPK inhibitor | AmpC inh no detg | AMA1-RON2 inh | AmpC inh detg | HCV inhibitor | HCMV antiviral
C=CCSc1nnc(NC(=O)c2nc(SCC)ncc2Cl)s1 | -6% | 3% | -20% | 8% | 2% | 18% | -28
CC(NS(=O)(=O)c1ccc(CCC(=O)NCC2CCCO2)cc1)c1ccccc1 (stereo not drawn) | -6% | -1% | 6% | -5% | -14% | 1% | -20
O=C(NCCNC1CCC(c2ccccc2)CC1)c1ccc(F)cc1 (stereo not drawn) | -12% | 2% | 24% | u | 4% | u | 56
